Source: PubChem BioAssay
GLS inh – glutaminase GLS (human) inhibition; O94925; GLS enzymatic activity, qHTS titration; Potency, µM (series often up to 45.5 µM), inactives show at the top dose activity change, negative = inhibition, actives largely listed as inhibitors; 0.21% of 410,000 active; AID 624170; note: potency is the fitted concentration of half-maximal effect; % is set by controls: 0 for no effect and ±100 for the full control effect
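hKGA; 45 mM KH2PO4 pH 8.2 + 0.02% Tween-20; cpd via pin tool; 1 mM Gln soln; GluOx/HRP/Amplex Red; RT 30 min; fluor. t0 & final.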
Pin1 inh – blocks the human prolyl isomerase Pin1 | Pin1 FP peptide displacement, HiFluor488, 10 min | Potency, µM (highest dose often 115 µM), for the others: at the top dose activity, negative = inhibition, most hits filed as inhibitors | 0.009% of 390,000 active | AID 504891; active = well fitted inhibition curve with a large enough effect in the polarisation, with a control signal flat, not every such curve was filed as active; inconclusive = small, poorly fitted or top-dose-only effect, or effect the other way, or a change in a side signal; inactive = no such curve, though single readings can be large or run the other way; the % refers to the polarisation; note: potency is the fitted concentration of half-maximal effect; % is set by controls: 0 for no effect and ±100 for the full control effect
PI4K2A inh – PI4K2A (human) kinase inhibition; purified PI4K2A, ADP-Glo luminescence, 1 h; active compounds read low; activity change, negative = inhibition, % at 76.9 µM; 0.13% of 420,000 active; AID 1346378; in the data active = activity change below about -50%; inconclusive = mostly about -30% to -49%;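 note: -100% = wells without enzyme as full effect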
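ADP-Glo luminescence measured ADP generated by PI4K2A enzyme (4 ug/mL before mixing) with 1.2 mM PI substrate (pre-mix) and 300 microM ATP (pre-mix). Tris pH7.5 buffer with MgCl2, Triton X-100; 1 h reaction at ambient temperature.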
TrxR1 inh – blocks rat thioredoxin reductase 1. 1% of 390,000 active. recombinant rTrxR1, NADPH fluorescence consumption, selenite substrate. AID 588453. Potency, µM (series often up to 114 µM), for inactives: at the top dose activity change, negative = inhibition, usual class: inhibitors; note: potency is the fitted concentration of half-maximal effect; % is set by controls: 0 for no effect and ±100 for the full control effect; nearly all actives have a fitted effect of over 65% in size
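Rat TrxR1 (90 nM in the dispensed reagent) was pre-reduced with 400 uM NADPH for 5 min at room temperature, then incubated with compound for 15 min. After 400 uM selenite was added, NADPH fluorescence (Ex 340/Em 450 nm) was followed for 8 min.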
PGK inhibitor – blocks T. brucei phosphoglycerate kinase. PGK/GAPDH coupled, Kinase-Glo luminescence, 60 min. 0.043% of 380,000 active. Potency, µM (top dose mostly 57.5 µM), for inactives: at the top dose activity change, negative = inhibition, most hits filed as inhibitors. P07378; note: potency is the fitted concentration of half-maximal effect; % is set by controls: 0 for no effect and ±100 for the full control effect; nearly all actives have a fitted effect of over 60% in size
Target sequence (P07378 whole entry, looked up): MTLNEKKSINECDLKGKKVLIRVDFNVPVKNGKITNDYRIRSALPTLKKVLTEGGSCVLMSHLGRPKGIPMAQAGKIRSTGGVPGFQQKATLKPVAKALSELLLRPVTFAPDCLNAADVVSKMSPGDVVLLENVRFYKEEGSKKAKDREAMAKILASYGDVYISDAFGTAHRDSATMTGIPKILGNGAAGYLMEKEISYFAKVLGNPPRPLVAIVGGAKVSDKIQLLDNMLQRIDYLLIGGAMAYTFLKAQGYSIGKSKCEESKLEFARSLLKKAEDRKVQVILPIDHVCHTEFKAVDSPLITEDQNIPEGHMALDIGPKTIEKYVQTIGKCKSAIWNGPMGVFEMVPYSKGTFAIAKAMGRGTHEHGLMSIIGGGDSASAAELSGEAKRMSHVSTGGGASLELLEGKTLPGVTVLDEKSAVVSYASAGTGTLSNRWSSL
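Recombinant glycosomal PGK reaction used 1,3-bisphosphoglycerate generated in-well by GAPDH (100nM final) in 100mM TEA pH 7.6, 5mM MgCl2, 0.01% Tween-20. After 60 minutes at room temperature, ATP was read by Kinase-Glo Plus luminescence end-point.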
USP1-UAF1 inh – blocks the human USP1/UAF1 deubiquitinase complex. recombinant USP1/UAF1, Ub-Rhodamine cleavage fluorescence. 0.23% of 390,000 active. Potency, µM (top dose mostly 57.1 µM), for the others: at the top dose activity change, negative = inhibition, most hits filed as inhibitors. AID 743255; note: potency is the fitted concentration of half-maximal effect; % is set by controls: 0 for no effect and ±100 for the full control effect; nearly all actives have a fitted effect of over 60% in size; inactives centre near -12
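Step one: compound is pinned into 1nM USP1/UAF1 in HEPES pH 7.8 buffer with TCEP. Step two: 15 min room-temperature incubation. Step three: Ub-Rho (150nM final) starts cleavage, tracked by fluorescence over six one-minute reads.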
mIDH1 inhibitor – blocks human mutant IDH1 R132H enzyme. Potency, µM (top dose mostly 76.6 µM), for the others: at the top dose activity change, negative = inhibition, hits mostly inhibitors. IDH1-R132H enzyme, NADPH consumption, diaphorase/resazurin fluorescence. AID 602179. 0.093% of 390,000 active; note: potency is the fitted concentration of half-maximal effect; % is set by controls: 0 for no effect and ±100 for the full control effect; nearly all actives have a fitted effect of over 65% in size
Target sequence (O75874 whole entry R132H, stated change not applied): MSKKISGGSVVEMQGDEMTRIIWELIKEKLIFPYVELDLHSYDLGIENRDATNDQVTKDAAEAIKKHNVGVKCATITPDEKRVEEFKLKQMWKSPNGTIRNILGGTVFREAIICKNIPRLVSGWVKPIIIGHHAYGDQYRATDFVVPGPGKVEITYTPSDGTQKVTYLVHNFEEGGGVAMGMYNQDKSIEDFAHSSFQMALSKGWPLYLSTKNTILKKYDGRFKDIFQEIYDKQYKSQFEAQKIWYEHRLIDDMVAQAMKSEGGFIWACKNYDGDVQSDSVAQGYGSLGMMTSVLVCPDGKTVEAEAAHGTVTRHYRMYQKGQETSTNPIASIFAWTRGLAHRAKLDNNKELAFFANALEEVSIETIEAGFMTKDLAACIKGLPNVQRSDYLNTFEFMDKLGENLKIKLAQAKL
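IDH1-R132H (0.5 ug/mL) preincubated 30 min with compound, then NADPH (0.016 mM) and alpha-KG (2 mM) added; 80 min at RT, pH 7.5. Remaining NADPH coupled via diaphorase/resazurin to fluorescence (540/590 nm); concentration-response curves normalized to no-enzyme control.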
HP1b chromo inh – HP1-beta chromodomain-methylated histone interaction inhibition; P83916; AlphaScreen HP1-beta / biotin-H3K9me3 peptide binding; Potency, µM (top dose mostly 114 µM), for the others: at the top dose activity change, negative = inhibition, usual class: inhibitors; 0.56% of 390,000 active; note: potency is the fitted concentration of half-maximal effect; nearly all actives have a fitted effect of over 70% in size; inactives centre near 23
Target sequence (P83916 whole entry, looked up): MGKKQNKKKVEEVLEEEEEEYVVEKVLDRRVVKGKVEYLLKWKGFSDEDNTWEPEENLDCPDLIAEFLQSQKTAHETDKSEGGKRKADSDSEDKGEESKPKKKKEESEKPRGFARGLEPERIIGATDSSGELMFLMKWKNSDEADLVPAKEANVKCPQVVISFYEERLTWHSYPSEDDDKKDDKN
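HP1-beta protein (50 nM final) preincubated 30 min at room temperature with biotinylated H3(1-18)K9me3 peptide (50 nM) in PBS pH 7.4, 0.01% Tween-20, then compound added for 30 min. AlphaScreen streptavidin donor/nickel chelate acceptor beads (10 ug/mL final), 30 min dark, luminescence read.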
TrxR1 substrate – substrates of rat thioredoxin reductase 1. O89049. purified TrxR1 substrate turnover, NADPH consumption readout. Potency, µM (doses to about 114 µM), for inactives: at the highest dose activity change, negative = substrate turnover. 0.01% of 390,000 active; note: potency is the fitted concentration of half-maximal effect; % is set by controls: 0 for no effect and ±100 for the full control effect; nearly all actives have a fitted effect of over 50% in size
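Rat TrxR1, dispensed at 90 nM, was prereduced with 400 uM NADPH (final) for 5 min at ~22 deg C, then incubated with compound 15 min before 400 uM selenite. A first-read NADPH fluorescence drop versus no-compound background flagged substrates.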
Active calls of the source: *; i = inactive; ? = inconclusive; · = no result given; [ ] = remark or other dose. Unless noted, calls come from the whole dose curve; as a rule, active = well fitted curve in the direction sought with a large enough effect; inconclusive = small, poorly fitted or top-dose-only effect, or another doubt; inactive = no such curve, though single readings can be large; an effect the other way counts as inactive or inconclusive. Not all compounds are listed; rates above refer to the full screens.

SMILES	GLS inh	Pin1 inh	PI4K2A inh	TrxR1 inh	PGK inhibitor	USP1-UAF1 inh	mIDH1 inhibitor	HP1b chromo inh	TrxR1 substrate
CCN(CC)C(=O)Cn1cc(SCC(=O)Nc2cc(OC)ccc2OC)c2ccccc21	0%	0%	-5	6%	-5%	-10%	-3%	30%	-5%
CCCc1ncc(C(O)(c2ccccc2)c2ccc(C)cc2)n1C (centres undefined)	1%	2%	1	11%[57.1 µM]	-2%	-7%	2%	6%	-10%
CCC(COC)NC(=O)CCc1nnc(Cc2c[nH]c3ccccc23)o1 (centres undefined)	-6%	9%	8	?	-4%	-16%	1%	42%[activator]	3%
CCOC(=O)c1nc(N2CCN(C(=O)OCC)CC2)c2c3c(sc2n1)CCCC3	-1%	-3%	0	-21%	-3%[11.5 µM]	-10%	4%	23%	36%[activator]
O=C(O)c1ccc(S(=O)(=O)NCC2CCCO2)cc1 (centres undefined)	1%	0%	-3	11%	-8%	-21%	-3%	36%	0%
Cc1noc(C)c1S(=O)(=O)Nc1ccc2c(c1)C(=O)N([C@H](C)CO)C[C@H](C)[C@@H](CN(C)S(=O)(=O)c1ccc(F)cc1)O2	1%	1%	-3	3%	2%	-26%	-10%	24%	6%
Cc1cccc(N(Cc2cc3ccccc3[nH]c2=O)C(=O)c2cccs2)c1	-21%	0%	-6	17%	-8%	-8%	-17%	-8%	-3%
COC(=O)C[C@H]1C[C@H]2c3cc(NC(=O)C4CCOCC4)ccc3O[C@H]2[C@@H](CO)O1	2%	·	-1	·	-10%	-23%	13%	·	·
COc1ccccc1-c1nnc(C2CCN(C(=O)c3cccc(Cl)c3)CC2)o1	3%	1%	-2	7%	-8%	-17%	-14%	55%[activator]	6%
N#Cc1ccc(C(=O)NCC(c2ccco2)N2CCCCC2)cc1 (centres undefined)	9%	7%	4	12%[57.1 µM]	4%	-6%	1%	8%	7%[57.1 µM]
C=C1CCN([C@@H](CC(C)C)C(=O)NCCC(C)C)S(=O)(=O)c2ccccc21	1%	?	1	1%	5%	-26%	0%	63%[activator]	-12%
COc1cc(C2c3c(-c4ccccc4O)n[nH]c3C(=O)N2CCO)ccc1OCc1ccccc1 (centres undefined)	0%	-1%	-3	16%	-8%	-30%	?	32%	3%
CN(c1ccccc1)c1nccc(=O)[nH]1	2%	1%	3	-12%[57.1 µM]	4%	-2%	-2%	9%	6%[57.1 µM]
Cc1ccc(N2CCN(S(=O)(=O)c3ccc4c(c3)NC(=O)C(C)C(=O)N4)CC2C)cc1 (centres undefined)	2%	1%	1	17%[57.1 µM]	i	-14%	-2%	22%	5%[57.1 µM]
COc1ccc(C(=O)Nc2ccc(N3CCOCC3)c(C(F)(F)F)c2)cc1OC	3%	5%	4	-5%	11%	-12%	7%	29%	-13%

The list goes on, starting with the last three of the part before.
SMILES	GLS inh	Pin1 inh	PI4K2A inh	TrxR1 inh	PGK inhibitor	USP1-UAF1 inh	mIDH1 inhibitor	HP1b chromo inh	TrxR1 substrate
CN(c1ccccc1)c1nccc(=O)[nH]1	2%	1%	3	-12%[57.1 µM]	4%	-2%	-2%	9%	6%[57.1 µM]
Cc1ccc(N2CCN(S(=O)(=O)c3ccc4c(c3)NC(=O)C(C)C(=O)N4)CC2C)cc1 (centres undefined)	2%	1%	1	17%[57.1 µM]	i	-14%	-2%	22%	5%[57.1 µM]
COc1ccc(C(=O)Nc2ccc(N3CCOCC3)c(C(F)(F)F)c2)cc1OC	3%	5%	4	-5%	11%	-12%	7%	29%	-13%
COc1ccc2cc(C(N)=O)/c(=N/NC(=O)c3ccco3)oc2c1	-10%	1%	2	-20%	-15%	-10%	0%	29%	-11%
COc1cccc(NC(=O)CN(C)C(=O)c2ccc3[nH]c4c(c3c2)CC(C)CC4)c1 (centres undefined)	-3%	-4%	-5	3%	i	-23%	1%	8%	-9%[57.1 µM]
O=C(COc1ccc(Cl)cc1Cl)NCC1(N2CCOCC2)CCCCC1	-8%	-5%	-4	24%	-1%	-19%	4%	24%	11%
COc1ccc(OC)c(NC(=O)Cc2c(C(=O)O)n(C)c3ccc(C)cc23)c1	-1%	3%	-2	1%	-10%	-19%	17%	17%	-4%
O=C(N/N=C/c1cn(CCOc2ccccc2)c2ccccc12)c1ccncc1	-5%	-3%	3	20%[57.1 µM]	-1%	-11%	5%	24%	-7%[57.1 µM]
N#Cc1cc2c(nc1SCC(=O)Nc1sc3c(c1C#N)CCC3)CCC2	-5%	29%	-2	2%	1%	-14%	-2%	28%	6%
CCCCOC(=O)CCCc1ccc([N+](=O)[O-])cc1[N+](=O)[O-]	1%	-1%	-2	-1%	-4%	-26%	-5%	-21%	1%
CC(=C/c1ccccc1)/C=N/Nc1nc(N2CCOCC2)nc(N2CCOCC2)n1	6%	-3%	0	-24%	-2%	-19%	2%	38%	-12%
COc1ccc(/C=C/C(=O)O)cc1S(=O)(=O)N1CCc2ccccc2C1	0%	-15%	-8	21%	0%	-14%	-1%	20%	9%
O=C(c1cn(Cc2ccccc2)nc1-c1cccnc1)N1CCN(Cc2c(F)cccc2Cl)CC1	3%	-2%	3	20%	i	-17%	-6%	36%	-1%
CN(CCc1ccccn1)c1ccc([N+](=O)[O-])cn1	4%	1%	0	11%[57.1 µM]	-3%	-17%	6%	11%	4%[57.1 µM]
CCN(CC)C(=O)CSc1nc2c(sc(=S)n2-c2ccc(C)cc2C)c(=O)[nH]1	18%	1%	-1	3%[57.1 µM]	-4%	-17%	-9%	-19%	-5%
O=C(CNC(=S)N(Cc1ccccc1)Cc1cccs1)NCc1ccc(F)cc1	-11%	6%	4	2%[57.1 µM]	6%	-20%	-9%	42%[activator]	-5%[57.1 µM]
N=C1/C(=C/c2ccc(OCc3ccccc3)cc2)C(=O)N=C2SC(CC(=O)N3CCOCC3)=NN12	0%	7%	0	4%	-9%	-29%	11%	1%	-1%
Cc1nc(SCC(=O)NCc2ccco2)nc(C)c1C	5%	-2%	-3	?	3%	-20%	0%	24%	2%

Copied from the list:
USP1-UAF1 inh with `CN(CCc1ccccn1)c1ccc([N+](=O)[O-])cn1` → -17%
TrxR1 inh with `COc1cccc(NC(=O)CN(C)C(=O)c2ccc3[nH]c4c(c3c2)CC(C)CC4)c1` (centres undefined) → 3%
mIDH1 inhibitor with `COc1ccc2cc(C(N)=O)/c(=N/NC(=O)c3ccco3)oc2c1` → 0%
Pin1 inh with `Cc1nc(SCC(=O)NCc2ccco2)nc(C)c1C` → -2%
HP1b chromo inh with `CC(=C/c1ccccc1)/C=N/Nc1nc(N2CCOCC2)nc(N2CCOCC2)n1` → 38%

Remaining list, next part
SMILES	GLS inh	Pin1 inh	PI4K2A inh	TrxR1 inh	PGK inhibitor	USP1-UAF1 inh	mIDH1 inhibitor	HP1b chromo inh	TrxR1 substrate
O=C(CCc1ccncc1)N1CCCC(Nc2ccc(F)cc2)C1 (centres undefined)	12%	-2%	0	3%	i	-13%	-11%	19%	-5%
O=C(c1ccc(CNc2c(N3CCCC3)c(=O)c2=O)cc1)N1CCc2ccccc2C1	28%	-7%	-4	-3%	-2%	-11%	4%	28%	1%
CCCCc1ccc(NC(=O)NCc2cccnc2)cc1	-8%	-2%	4	17%	i	-21%	2%	35%	-4%
CCOc1cc2[nH]c(=O)n(Cc3ccc(C(=O)N4CCN(c5ccccc5)CC4)cc3)c(=O)c2cc1OCC	2%	1%	-1	-3%[57.1 µM]	i	-2%	-16%	19%	-8%[57.1 µM]
COc1cc(/C=N/Nc2nc(-c3ccc(S(=O)(=O)N(C)C)cc3)cs2)ccc1O	12%	-1%	-2	-20%	-6%	-26%	-5%	1%	-3%
CCOc1ccccc1N(CC(=O)N1CCc2ccccc2C1)S(=O)(=O)c1ccccc1	-5%	3%	-2	8%	-6%	-9%	4%	19%	-1%
CCOC(=O)CN1c2ccccc2NC(=O)CC1C (centres undefined)	2%	-19%	-5	?	-9%	-21%	-3%	48%[activator]	11%[57.1 µM]
COc1ccc(NC(=O)Cn2ncc(Cl)c(Cl)c2=O)cc1S(=O)(=O)N1CCOCC1	3%	·	?	28µM*	-18%	4%	6%	-1%	-3%
CC(=O)NCc1cc(-c2ccc(Cl)cc2)no1	-7%	-9%	-3	21%[11.4 µM]	-7%	-6%	-6%	26%	4%[11.4 µM]
CC1(C)CC(=O)C(C(=S)Nc2ccccc2)=C(NC2CC(C)(C)NC(C)(C)C2)C1	-7%	-1%	1	3%[57.1 µM]	-7%	0%	3%	8%	3%[57.1 µM]
Cc1[nH]n(-c2ccccc2)c(=O)c1-c1ccc(Cl)cc1	12%	-7%	-2	1%	-10%	-13%	6%	-14%	2%
COc1ccc(N(CC(=O)N/N=C/c2ccc(-c3ccc([N+](=O)[O-])cc3)o2)S(=O)(=O)c2ccc(C)cc2)cc1	-1%	?	-2	-10%	i	-7%	2%	27%	-13%
CC1CCC(N2CCN(c3ncccn3)CC2)CC1 (centres undefined)	15%	6%	2	15%	-10%	-15%	6%	32%[activator]	11%
CN1CCN(Cc2cc(Cl)c3cccnc3c2OC(=O)c2cccs2)CC1	-14%	-3%	-3	-7%	5%	-15%	4%	24%	-1%
CC(C)NC(=O)Nc1ccc2c(c1)C(=O)N([C@H](C)CO)C[C@H](C)[C@@H](CN(C)C(=O)Nc1ccc(C(F)(F)F)cc1)O2	0%	-2%	-2	7%	7%	-30%	-5%	40%[activator]	24%
